HP1b binding inh – blocks HP1-beta chromodomain binding to methylated histone tails. AID 540317. Potency, µM (top dose mostly 114 µM), inactives show at the top dose activity change, negative = inhibition, hits mostly inhibitors. P83916. AlphaScreen HP1-beta / biotin-H3K9me3 peptide binding. 390,000 compounds, 0.56% hits; further: potency means the concentration at half of the fitted maximal effect; nearly all actives have a fitted effect of over 70% in size; inactives centre near 23
Target sequence (P83916 whole entry, looked up): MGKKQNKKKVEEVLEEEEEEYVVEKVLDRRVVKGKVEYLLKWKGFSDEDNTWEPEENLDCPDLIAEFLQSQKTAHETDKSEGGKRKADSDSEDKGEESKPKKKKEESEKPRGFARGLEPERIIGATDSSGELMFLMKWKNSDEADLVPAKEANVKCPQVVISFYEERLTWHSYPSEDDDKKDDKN
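HP1-beta protein (50 nM final) preincubated 30 min at room temperature with biotinylated H3(1-18)K9me3 peptide (50 nM) in PBS pH 7.4, 0.01% Tween-20, then compound added for 30 min. AlphaScreen streptavidin donor/nickel chelate acceptor beads (10 ug/mL final), 30 min dark, luminescence read.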
GLS inh – glutaminase GLS (human) inhibition. O94925. GLS enzymatic activity, qHTS titration. Potency, µM (titrated, usually from 45.5 µM), for inactives: at the top dose activity change, negative = inhibition, usual class: inhibitors. 410,000 compounds, 0.21% hits; further: potency means the concentration at half of the fitted maximal effect; on the % scale 0 is the no-effect control and ±100 the full control effect
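Compounds were pin-transferred onto hKGA, after which L-glutamine (1 mM solution) and a detection mix of glutamate oxidase, HRP and Amplex Red were added. Initial and 30 min RT fluorescence reads were collected.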
RGS4 inhibitor – human RGS4 inhibition; Potency, µM (highest dose often 114 µM), inactives show at the highest dose activity change, negative = inhibition, usual class: inhibitors; P49798; Transcreener GDP fluorescence polarization, RGS4-accelerated GTP hydrolysis; 390,000 compounds, 0.039% hits; AID 504845; further: potency means the concentration at half of the fitted maximal effect; on the % scale 0 is the no-effect control and ±100 the full control effect; nearly all actives have a fitted effect of over 75% in size; some results filed as inactive show a strong effect at the top dose
Target sequence (P49798 whole entry, looked up): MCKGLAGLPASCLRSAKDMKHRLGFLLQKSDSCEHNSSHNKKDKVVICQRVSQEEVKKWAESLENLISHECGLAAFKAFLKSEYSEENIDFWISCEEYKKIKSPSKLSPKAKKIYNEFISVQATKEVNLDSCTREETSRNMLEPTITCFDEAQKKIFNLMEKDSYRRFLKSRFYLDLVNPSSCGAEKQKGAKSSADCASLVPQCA
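MLSMR compounds (23 nl, pin-transferred) preincubated 10 min at room temperature with a 500nM (2x) first reagent, then RGS4 at 900nM (2x) plus Transcreener GDP mix added; fluorescence polarization (620/688 nm) read before and after 90 min at 30 °C.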
BAZ2B block – inhibitors of human BAZ2B bromodomain; Q9UIF8; AlphaScreen BAZ2B-H3K14Ac peptide displacement; Potency, µM (series often up to 114 µM), for inactives: top-dose activity change, negative = inhibition, most hits filed as inhibitors; 360,000 compounds, 4.4% hits; AID 504333; further: potency means the concentration at half of the fitted maximal effect; on the % scale 0 is the no-effect control and ±100 the full control effect; nearly all actives have a fitted effect of over 60% in size
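BAZ2B 50 nM plus b-H3(5-23)K14Ac 50 nM, PBS pH 7.4/0.01% Tween-20, 30 min RT; compound added (max 110 uM), 30 min RT; streptavidin donor/Ni-chelate acceptor beads 10 ug/mL final, 20 min dark; AlphaScreen read.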
ERG Ets-DNA blk – inhibitors of human ERG Ets domain-DNA interaction | 370,000 compounds, 0.028% hits | Potency, µM (top dose mostly 76.9 µM), without a hit: at the highest dose FP activity, negative = inhibition, actives largely listed as inhibitors | P11308 | fluorescence polarization, His-ERG Ets domain / labelled DNA; active means well fitted inhibition curve with a large enough effect in the polarisation, with a control signal flat; inconclusive means small, poorly fitted or top-dose-only effect, or effect the other way, or a change in a side signal; inactive means no such curve, though single readings can be large or run the other way; the % refers to the polarisation;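 further: polarization taken with two DNA probes labelled with fluorescein and Texas red; potency means the concentration at half of the fitted maximal effect; % of control where 0% means no effect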
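His-tagged ERG Ets domain (1 uM in the protein solution; 300mM KCl, 50mM Tris-HCl, 1mM EDTA, 1mM DTT, pH 7.5) received compound, then a probe mix of 5 nM fluorescein-DNA and 100nM Texas-615-DNA. Fluorescence polarization was read for both dyes.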
JMJD2A Tudor inh – inhibitors of human JMJD2A Tudor domain; O75164; AlphaScreen JMJD2A-Tudor / H3K4me3 peptide binding; Potency, µM (doses to about 114 µM), inactives show at the highest dose activity change, negative = inhibition, usual class: inhibitors; 390,000 compounds, 4.4% hits; AID 504339; further: potency means the concentration at half of the fitted maximal effect; on the % scale 0 is the no-effect control and ±100 the full control effect; nearly all actives have a fitted effect of over 50% in size
PI4K2A inh – blocks human PI4K2A kinase activity | Q9BTU6 | purified PI4K2A, ADP-Glo luminescence, 1 h; stronger effect = lower value | activity change, negative = inhibition, % at 76.9 µM | 420,000 compounds, 0.13% hits | AID 1346378; in the data active means activity change below about -50%; inconclusive means mostly about -30% to -49%;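 further: -100% = wells without enzyme as full effect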
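PI4K2A activity was measured by ADP-Glo luminescence: enzyme (4 ug/mL stock) and phosphatidylinositol (1.2 mM stock) in Tris pH 7.5/MgCl2/EGTA/Triton X-100 buffer were reacted with ATP (300 microM stock) for one hour at ambient temperature.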
12-LOX inh – blocks human arachidonate 12S-lipoxygenase; Potency, µM (series often up to 108 µM), inactives show top-dose activity change, negative = inhibition, actives largely listed as inhibitors; P18054; purified 12hLO, xylenol orange hydroperoxide absorbance; 580,000 compounds, 1.1% hits; further: potency means the concentration at half of the fitted maximal effect; on the % scale 0 is the no-effect control and ±100 the full control effect
Target sequence (P18054 whole entry, looked up): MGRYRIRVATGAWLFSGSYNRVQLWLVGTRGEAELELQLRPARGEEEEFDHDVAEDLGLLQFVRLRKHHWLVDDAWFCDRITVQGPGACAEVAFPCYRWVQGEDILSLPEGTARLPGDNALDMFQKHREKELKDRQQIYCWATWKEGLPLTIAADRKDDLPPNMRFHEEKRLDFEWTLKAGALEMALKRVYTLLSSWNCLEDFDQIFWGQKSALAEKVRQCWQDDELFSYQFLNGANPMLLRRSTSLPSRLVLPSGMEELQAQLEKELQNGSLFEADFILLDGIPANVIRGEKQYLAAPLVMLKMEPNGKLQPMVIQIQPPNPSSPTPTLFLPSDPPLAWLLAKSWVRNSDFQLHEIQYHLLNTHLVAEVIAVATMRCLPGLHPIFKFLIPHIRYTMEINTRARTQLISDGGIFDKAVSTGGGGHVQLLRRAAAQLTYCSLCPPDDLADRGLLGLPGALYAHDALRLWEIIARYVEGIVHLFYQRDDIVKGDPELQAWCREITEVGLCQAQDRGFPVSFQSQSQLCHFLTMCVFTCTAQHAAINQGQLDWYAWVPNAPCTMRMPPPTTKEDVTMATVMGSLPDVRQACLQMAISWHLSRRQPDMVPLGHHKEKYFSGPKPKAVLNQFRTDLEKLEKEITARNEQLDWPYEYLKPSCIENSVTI
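Purified human 12hLO at 150 nM in 25 mM Hepes, 0.01% Triton X-100, pH 7.0, preincubated 15 min at room temperature with compound. Reaction started with 40 uM arachidonic acid, 30 min at room temperature. Hydroperoxide measured by Fe-xylenol orange, 573/405 nm absorbance ratio.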
G9a block – G9a (human) methyltransferase inhibition; Q96KQ7; G9a H3K9 monomethylation, AlphaScreen, 2 h; Potency, µM (top dose mostly 102 µM), without a hit: top-dose activity, negative = inhibition, actives largely listed as inhibitors; 350,000 compounds, 8.8% hits; AID 504332; further: potency means the concentration at half of the fitted maximal effect; on the % scale 0 is the no-effect control and ±100 the full control effect; nearly all actives have a fitted effect of over 75% in size
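Signal arises when biotinylated H3K9 peptide, once monomethylated, bridges streptavidin donor and antibody-captured acceptor beads. Enzyme at 20 nM was preincubated 15 min with test compounds; peptide 500 nM and SAM 20 uM then reacted for 2 h.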
An asterisk follows results filed as active; i = inactive; ? = inconclusive; / = not tested or not shown; & = joins results of further samples; [ ] = remark or other dose. Unless noted, the call rests on the fitted dose curve; in most records, active means well fitted curve in the direction sought with a large enough effect; inconclusive means small, poorly fitted or top-dose-only effect, or another doubt; inactive means no such curve, though single readings can be large; an effect the other way counts as inactive or inconclusive. The list is partial, so the mix of outcomes need not match the whole.

SMILES	HP1b binding inh	GLS inh	RGS4 inhibitor	BAZ2B block	ERG Ets-DNA blk	JMJD2A Tudor inh	PI4K2A inh	12-LOX inh	G9a block
CCOC(=O)N1CCN(C(=O)C2CCN(C(=O)c3cc4sccc4n3CC)CC2)CC1	15%	-4%	1%	3%	-5%	-22%	-5	-9%	10%
CCCOC(=O)CCCCCCCCC(O)CN1CCCCC1 (stereo not drawn)	23%	-5%	22%	9%	-10%	-17%	-1	-25%&4%	-50%
CC1CCN(Cc2nnnn2CCCC(=O)NCCN2CCOCC2)CC1	21%	1%	8%	-2%	2%	-9%	2	4%	-3%
CN(c1nc(-c2ccc(Br)cc2)cs1)C1CCS(=O)(=O)C1 (stereo not drawn)	-16%	3%	6%	-14%	7%	-15%	-2	-12%	?
CCC1Oc2ccc(C)cc2N(CC(=O)NCc2ccc(OC)cc2)C1=O (stereo not drawn)	15%	1%	-22%	-3%	-3%	-5%	-4	-21%	-4%[59 µM]
O=c1[nH]c2ccc(S(=O)(=O)NCc3ccccn3)cc2s1	25%	-1%	-7%	12%	-2%	?	14	?	?
CC(C)CCN(C(=O)Nc1ccccc1)C(C)c1cccs1 (stereo not drawn)	67%&63%[activator]	3%&-5%	25%&-5%	-3%&8%	1%&12%	31%&29%	-3&1	-26%&7%	21%&-25%[59 µM]
O=C(CSc1nnc(NC(=O)c2c(F)cccc2F)s1)NCc1ccccc1	4%	16%	14%	-1%	-1%	3%	-1	-17%	10%
Cc1ccc(C)c(NC(=O)CSc2nccn2Cc2ccco2)c1	13%	0%	5%	9%	7%	-28%	0	/	17%
COc1cc(OC)c(C(=O)CCC(=O)O)cc1OC	30%	11%	28%	10%	/	-2%	2	12%	11%[59 µM]
Cc1ccc2c(c1)N(C(=O)CCC(=O)NCc1cccc(F)c1)CC(C)O2 (stereo not drawn)	26%	5%	20%	-1%	7%	-19%	2	-4%	-6%[59 µM]
O=C(NN=Cc1cccc2ccccc12)C1CC1	7%[57 µM]	-29%	4%	/	8%	3%	-18	-2%	/
O=C(CCNc1n[nH]c(=O)[nH]c1=O)N/N=C/c1ccc(Cl)cc1	37%	6%	2%	6%	1%	-9%	2	10%	1%
CCOP(=O)(c1ccccc1)c1nc(-c2ccccc2C)oc1N1CCCCC1 (stereo not drawn)	?	1%	-20%	?	4%	?	0	?	?
COc1ccccc1NC(=O)CSc1nnc(C2CCCCC2)n1C	50%[activator]	-4%	-17%	-4%	2%	-26%	6	0%	-2%[12.7 µM]
Cc1ccc(N=C2NC(=O)/C(=C\c3ccco3)S2)cc1	-21%	2%	-15%	40µM*	2%	?	-9	?	?
CCc1nc2cc(Cl)c(Cl)cc2[nH]1	36%	-9%	-10%	19%	1%	5%	1	6%	19%[59 µM]
COc1ccccc1N(CC(=O)NC(C)(C)C)S(=O)(=O)c1cccs1	-4%	-5%	-38%	1%	4%	56µM*	-1	-15%	-13%
CN1C(=O)CSc2ccc(NC(=O)N3CCN(c4ccccc4)CC3)cc21	12%	-5%	-1%	-10%	0%	-14%	3	-5%	-35%
COCc1c(C(=O)OC/C(O)=C(\C#N)c2nc3ccccc3[nH]2)oc2ccccc12	36%	4%	-37%	-6%	1%	-4%[11.4 µM]	0	0%	-25%
O=C(CN1CCOCC1)N/N=C/C(Br)=C\c1ccccc1	4%	-1%	1%	-14%	-1%	-7%	-3	10%	-15%
COc1ccc(CNC(=O)Cn2cc([N+](=O)[O-])cn2)cc1	29%	24%	5%	/	4%[15.4 µM]	-8%	-4	192%[activator]	/
CCN(CC)C(=O)C(C)N(C#N)c1nc(Cl)nc(N(C)C)n1 (stereo not drawn)	40%[activator]	9%	-8%	-19%	2%	-9%	2	-15%	-32%
Cc1ccc([N+](=O)[O-])cc1NC(=O)Nc1ccc(S(N)(=O)=O)cc1	14%	9%	16%	-16%	1%	-17%	-2	?	?
O=C(Cc1ccccc1)Nc1sc2c(c1C(=O)Nc1ccccc1Cl)CCCC2	-2%	-7%	-53%	-4%	3%	-13%	1	-23%	7.1µM*

Marked active in G9a block, of those listed so far:
SMILES	HP1b binding inh	GLS inh	RGS4 inhibitor	BAZ2B block	ERG Ets-DNA blk	JMJD2A Tudor inh	PI4K2A inh	12-LOX inh	G9a block
O=C(Cc1ccccc1)Nc1sc2c(c1C(=O)Nc1ccccc1Cl)CCCC2	-2%	-7%	-53%	-4%	3%	-13%	1	-23%	7.1µM*

Remaining list, next part
SMILES	HP1b binding inh	GLS inh	RGS4 inhibitor	BAZ2B block	ERG Ets-DNA blk	JMJD2A Tudor inh	PI4K2A inh	12-LOX inh	G9a block
COc1ccc(-n2c(=S)[nH]c3cc(C(=O)Nc4cc(OC)c(OC)c(OC)c4)ccc3c2=O)c(OC)c1	10%	-7%	-13%	10%	0%	-30%	4	-30%	-5%
COc1cc2c(cc1NC(=O)c1cccc(S(=O)(=O)N(C)C)c1)oc1ccccc12	23%	4%	-11%	6%	8%	-19%	4	7%	15%[59 µM]
COc1cccc(NC(=O)COC(=O)Cc2ccccc2[N+](=O)[O-])c1	11%	4%	6%	/	6%	-19%	6	-8%	-38%
Cc1ccc(OCCOCCN2CCCC2)c(Br)c1	?	6%	15%	56µM*	-3%	28µM*	5	?	35µM*
Cn1c(=O)c2c(-c3ccc(OC(F)F)cc3)cc(-c3ccccc3)nc2n(C)c1=O	44%[activator]	-5%	-1%	9%	11%	-5%	0	/	18%[59 µM]
CSc1nnc(C2CCN(CC(=O)Nc3ccccc3N3CCOCC3)CC2)n1C(C)C	14%	-1%	-1%	1%	2%	-3%	-2	-9%	-6%
CC1CCc2[nH]c3ccc(C(=O)N(C)CC(=O)Nc4cccc(F)c4)cc3c2C1 (stereo not drawn)	?	-20%	-6%	?	-8%	?	2	-7%	45µM*
CC(=O)NC1CC2CCCC(C1)N2C(=O)Nc1ccc(Cl)c(C(F)(F)F)c1 (stereo not drawn)	26%	-9%	12%	5%	-5%	-13%	6	0%	17%[12.7 µM]
Cc1cc(N)c(-n2cc3c(c2-c2ccc(Br)cc2)c(=O)n(C)c(=O)n3C)cc1C	18%	-17%	-6%	-35%	1%	-36%	-5	0%	-50%[59 µM]
COc1cccc(CN2C(=O)C3(C(C#N)=C(N)OC4=C3C(=O)CCC4)c3ccccc32)c1 (stereo not drawn)	11%	1%	6%	5%	/	-12%	-1	22%	4%[59 µM]
COc1ccc([N+](=O)[O-])cc1N(CC(=O)O)S(C)(=O)=O	18%	0%	-7%	-10%	11%	4%	-23	-4%	/
Cc1c(C(=O)Oc2ccc(F)cc2)sc2ncn(Cc3cccc(F)c3)c(=O)c12	66%[activator]	1%	-16%	3%	-4%	-1%[57.1 µM]	0	21%	7%
CC1(c2ccc3c(c2)OCO3)NC(=O)N(CC(=O)c2ccc[nH]2)C1=O (stereo not drawn)	26%	-1%	8%	-25%	11%	-19%	-2	-8%	?
CC1(C)CC(=O)C(=CN2CCN(C(=O)c3ccco3)CC2)C(=O)C1	51%	22%	-6%	3%	/	-1%	-5	?	?
CC1C/C(=N/N=C2/NC(=O)CS2)CC(C)(C)C1 (stereo not drawn)	25%	3%	-16%	12%	1%	-9%	13	i	37%[0.501 µM]
O=S(=O)(CCNCc1ccco1)NC1CCCCC1	54%[activator]	-3%	-10%	/	4%	-21%	2	-6%	/
CCCCN(C(=O)c1cccc(S(=O)(=O)N2CC(C)OC(C)C2)c1)c1c(N)n(CCCC)c(=O)[nH]c1=O (stereo not drawn)	5%	0%	12%	-5%	-14%	-4%	-1	-1%	/
CSc1cccc(NC(=O)CN2C(=O)COc3ccc(Cl)cc32)c1	28%	-6%	5%	3%	2%	-1%	-6	-10%	7%[59 µM]

Complete entries, looked up by structure:
Shown for `COc1ccc(-n2c(=S)[nH]c3cc(C(=O)Nc4cc(OC)c(OC)c(OC)c4)ccc3c2=O)c(OC)c1` → HP1b binding inh: 10%; GLS inh: -7%; RGS4 inhibitor: -13%; BAZ2B block: 10%; ERG Ets-DNA blk: 0%; JMJD2A Tudor inh: -30%; PI4K2A inh: 4; 12-LOX inh: -30%; G9a block: -5%
Shown for `CC(=O)NC1CC2CCCC(C1)N2C(=O)Nc1ccc(Cl)c(C(F)(F)F)c1` (stereo not drawn) → HP1b binding inh: 26%; GLS inh: -9%; RGS4 inhibitor: 12%; BAZ2B block: 5%; ERG Ets-DNA blk: -5%; JMJD2A Tudor inh: -13%; PI4K2A inh: 6; 12-LOX inh: 0%; G9a block: 17%[12.7 µM]

Among those listed so far, 3 contain a cyano group:
SMILES	HP1b binding inh	GLS inh	RGS4 inhibitor	BAZ2B block	ERG Ets-DNA blk	JMJD2A Tudor inh	PI4K2A inh	12-LOX inh	G9a block
COCc1c(C(=O)OC/C(O)=C(\C#N)c2nc3ccccc3[nH]2)oc2ccccc12	36%	4%	-37%	-6%	1%	-4%[11.4 µM]	0	0%	-25%
CCN(CC)C(=O)C(C)N(C#N)c1nc(Cl)nc(N(C)C)n1 (stereo not drawn)	40%[activator]	9%	-8%	-19%	2%	-9%	2	-15%	-32%
COc1cccc(CN2C(=O)C3(C(C#N)=C(N)OC4=C3C(=O)CCC4)c3ccccc32)c1 (stereo not drawn)	11%	1%	6%	5%	/	-12%	-1	22%	4%[59 µM]

Source: PubChem BioAssay (National Center for Advancing Translational Sciences (NCATS))
